Nrf2 ARE act = qHTS of Nrf2 Activators; Potency, µM (top dose mostly 46.1 µM), for inactives: at the highest dose activation, actives largely listed as activators; 410,000 compounds, 0.31% hits; AREc32 ARE-luciferase reporter (MCF7-derived line), luminescence, 24 h; further: potency means the concentration at half of the fitted maximal effect; % of control where 0% means no effect; nearly all actives have a fitted effect of over 65% in size
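Luciferase luminescence (Steady-Glo, 30 min at room temperature) served as the read-out of ARE activation in AREc32 cells treated with compounds for 24 hr at 37 deg C.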
Akt phos inh = HTS Assay for Inhibitors of Akt Phophorylation: Primary Screen. Neuro2A IGF-stimulated pAkt S473 HTRF, 20 min; hits give low values. activity change, % for hits at 50 µM. 360,000 compounds, 0.32% hits; in the data active means activity change below about -80%; inconclusive means mostly about -51% to -80%; further: on the % scale 0 is the no-effect control and ±100 the full control effect
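Single-point screen (50 µM final compound) in Neuro2A cells stimulated 20 min with 6 nM IGF at 37 deg C. After lysis, Ser473-phosphorylated Akt read by HTRF (ex 330 nm, em 615/665 nm) as the 665/615 ratio.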
Mm-Cpn inhibitor = Inhibitors of TCP-1 ring complex (TRiC) of Methanococcus maripaludis (MmCpn): qHTS | Chaperonin Mm-Cpn (Methanococcus maripaludis) | purified Mm-Cpn ATPase, ADP Transcreener TR-FRET | Potency, µM (titrated, usually from 76.9 µM), without a hit: top-dose activity, negative = inhibition, most hits filed as inhibitors | 330,000 compounds, 0.031% hits; further: potency means the concentration at half of the fitted maximal effect; on the % scale 0 is the no-effect control and ±100 the full control effect; nearly all actives have a fitted effect of over 80% in size
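Inhibition of chaperonin ATP hydrolysis is measured as reduced ADP production, detected by competitive TR-FRET in which signal falls with ADP. Final enzyme 25 nM and ATP 10 uM, reacted 30 min at 37°C.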
Nrf2 inh = Nrf2 qHTS screen for inhibitors | AID 504444, 2011 | Potency, µM (titrated, usually from 46 µM), for inactives: top-dose activity change, negative = inhibition, usual class: inhibitors | A549 ARE-Fluc reporter, luciferase luminescence, 18-24 h | 360,000 compounds, 2.1% hits; further: potency means the concentration at half of the fitted maximal effect; on the % scale 0 is the no-effect control and ±100 the full control effect; nearly all actives have a fitted effect of over 60% in size
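Two sequential reads on A549 ARE_Fluc cells exposed to compound for 18-24 h: a CellTiter-Fluor fluorescence read for viability, then a luciferase luminescence read for Nrf2/ARE activity.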
HepG2 viability = qHTS for Inhibitors of TGF-b: Cytotox Counterscreen; HepG2 CAGA-GFP viability, ATP luminescence, 18 h; Potency, µM (doses to about 46.1 µM), for inactives: at the top dose activity change, negative = cytotoxicity, actives largely listed as cytotoxic; 410,000 compounds, 0.76% hits; further: potency means the concentration at half of the fitted maximal effect; some results filed as inactive show a strong effect at the top dose
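CellTiter-Glo luminescence gave cytotoxicity after 18 hours at 37 degrees C. The cells were HepG2 CAGA-GFP in 1% FBS DMEM, stimulated with 500 pg/mL TGF-beta after compound addition. %Activity was normalised to no-cell wells (complete cell-killing) and DMSO (no toxicity), and curves were fitted and classified.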
Abeta rescue = qHTS for compounds that reverse cellular toxicity of Amyloid beta (A-beta) peptide in yeast: Primary Screen; yeast expressing A-beta42, growth rescue, OD600, 48 h; response scale: 0% DMSO, 100% iron-clioquinol control; Potency, µM (top dose mostly 46.1 µM), for the others: at the highest dose growth rescue, most hits filed as activators; 410,000 compounds, 0.063% hits; further: potency means the concentration at half of the fitted maximal effect; nearly all actives have a fitted effect of over 55% in size
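Yeast growth medium received pinned compounds, then yeast cells expressing toxic A-beta were added; plates incubated at 30 C for 48 hr. Growth read as absorbance at 600 nm, normalized to DMSO and equimolar FeCl3 plus clioquinol controls.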
A549 tox = Nrf2 qHTS screen for inhibitors: counterscreen for cytotoxicity; A549 ARE-Fluc cells, CellTiter-Fluor viability, 18-24 h; Potency, µM (titrated, usually from 46 µM), for inactives: at the highest dose activity change, negative = cytotoxicity, most hits filed as inhibitors; 390,000 compounds, 0.16% hits; further: potency means the concentration at half of the fitted maximal effect; on the % scale 0 is the no-effect control and ±100 the full control effect
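A549 ARE-Fluc cells in 5% FBS OPTI-MEM, 5000 cells/well, rested 2 h then exposed to compounds in concentration-response for 18-24 h at 37 °C. Viability by CellTiter-Fluor fluorescence (Ex 405/Em 525) after 30 min; luciferase luminescence (BugLite, 15 min, RT) read afterwards.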
CCT chaperon mod = High-Throughput Screening for Modulators of Cytosolic Chaperonin Activity; purified chaperonin ATPase assay, HTRF ADP detection, 30 min; 360,000 compounds, 0.3% hits; activity change, % (test concentration not listed), hits read low; in the data active means activity change below about -30%; further: on the % scale 0 is the no-effect control and ±100 the full control effect
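First, chaperonin was dispensed at 40 nM or 20 nM final depending on batch activity. Next, compounds were pinned at 76 uM and ATP added at 10 uM. After 30 min at 37 °C, ADP detection reagents ran 30 min at ambient temperature.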
TGFb SMAD3 inh = qHTS for Inhibitors of TGF-b. HepG2 CAGA-GFP TGF-b/SMAD3 reporter, GFP fluorescence, 18 h; TGF-beta stimulated, 500 pg/mL final. Potency, µM (doses to about 46.1 µM), for inactives: top-dose activity, negative = inhibition, most hits filed as inhibitors. 410,000 compounds, 1.2% hits; further: potency means the concentration at half of the fitted maximal effect; on the % scale 0 is the no-effect control and ±100 the full control effect; nearly all actives have a fitted effect of over 65% in size
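Inhibition was scored as loss of TGF-beta-induced (500 pg/mL final, 18 hours, 37 degrees C) GFP in HEPG2 cells carrying a CAGA-GFP reporter, in DMEM with 1% FBS. Well GFP was summed per cell; Activity was normalised to unstimulated and stimulated DMSO wells, then concentration-response fitting.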
* marks the source's active call; other numbers are inactive results; i = inactive; u = inconclusive; x = no result given; [ ] = remark or other dose. Unless noted, the call rests on the fitted dose curve; in most records, active means well fitted curve in the direction sought with a large enough effect; inconclusive means small, poorly fitted or top-dose-only effect, or another doubt; inactive means no such curve, though single readings can be large; an effect the other way counts as inactive or inconclusive.

SMILES	Nrf2 ARE act	Akt phos inh	Mm-Cpn inhibitor	Nrf2 inh	HepG2 viability	Abeta rescue	A549 tox	CCT chaperon mod	TGFb SMAD3 inh
COc1ccc(OC)c(CNC(=O)C(C)n2c(C)c3cnn(-c4ccccc4)c(=O)c3c2C)c1 (centres undefined)	5.1%	x	x	-11%	-24%	-1%	-1%	x	x
COc1ccc(C2CC(c3ccccc3)=NN2C(=O)CSc2nnnn2-c2cccc(C)c2)cc1 (centres undefined)	-1.2%	i	x	7%	37%	-11%	6%	-1.9	24%
COc1cccc(C(C(=O)NC2CCCCC2)N(CCN2CCOCC2)C(=O)C2COc3ccccc3O2)c1 (centres undefined)	-0.5%	i	3%	-21%	-10%	-12%	u	-2.1	-1%
CSc1c(-c2ccccn2)c(N)nn1C(=O)C1CCC1	0.3%	i	1%	1%	-30%	-52%[inhibitor]	6%	-2.6	-17%
COc1ccccc1CCNC(=O)c1cccc(S(=O)(=O)N2CCc3ccccc3C2)c1	-0.2%	i	-1%	-23%	-11%	-9%	13%	2.0	-2%
C=CCNC(=O)C1CCC(C(=O)NCC=C)CC1 (centres undefined)	-1.0%	i	-4%	-5%	19%	3%	-5%	-1.0	11%
CC(C)(C)OC(=O)N[C@H](Cc1ccccc1)C(=O)N1CCC[C@@H]1C(=O)O	-0.5%	i	2%	8%	9%	-1%	1%	-0.4	20%
CCOC(=O)c1c(C2CC2)csc1NC(C)=O	-0.3%	i	0%	-9%	-8%	-12%	0%	-2.7	-3%
CN(C)CCNS(=O)(=O)c1ccc2c3c(cccc13)C(=O)N2	0.5%	i	-1%	-4%	-29%	2%	0%	0.6	-7%
CC(=O)N1CCCc2cc(S(=O)(=O)N3CCC(C(=O)NC4CCCCC4)CC3)ccc21	3.9%	x	x	x	-15%	4%	-1%	x	9%
CC(C)CNC(=O)c1ccccc1NC(=O)c1ccccc1N(C)S(C)(=O)=O	0.4%	i	0%	8%	-15%	-15%	5%	0.4	u
CCC(=O)Nc1cccc(-c2nnc(-c3ccccc3)o2)c1	2.2%	i	x	4%	27%	-4%	-4%	-3.3	11%
COc1ccc(/C=C/c2c(-c3ccc(OC)cc3)oc3ccc(-c4ccc(OC)cc4)cc23)cc1	-0.8%	i	-2%	24%	15%	-35%	-1%	-0.4	16%
COc1ccc(CCNC(=O)CC2SC(=NCc3ccccc3OC)NC2=O)cc1 (centres undefined)	1.7%	i	-1%	-9%	2%	-1%	10%	-0.6	4%
COc1ccc(N2CCN(C(=O)c3ccc(SC)cc3OC)CC2)cc1	3.8%	i	-1%	-14%	13%	7%	0%	-0.5	-6%
COc1ccc(CNC(=O)C2CCCN(C(=O)Nc3ccc(OC)cc3)C2)cc1 (centres undefined)	0.2%	i	0%	8%	0%	-9%	-1%	2.2	5%
CC(=O)Nc1cc(-c2ccc(N)nc2)cn2c(-c3cccc(C(F)(F)F)c3)cnc12	21%	i	x	x	-15%	-9%	x	-9.1	-17%
COc1ccc(/C=C(\NC(=O)c2ccc(C)cc2)C(=O)NCCCn2ccnc2)cc1OC	-0.2%	i	1%	1%	-16%	2%	5%	-1.7	1%
COc1ccccc1NC(=O)CCSc1nc(C)cc(C)n1	0.0%	i	2%	u	-17%	8%	12%	0.2	1%
Cc1cc(=O)oc2c(C)c(OCC(=O)c3ccccc3)ccc12	-0.2%	i	0%	-20%	19%	12%	8%	-2.1	1%
COc1ccc(NC(=O)CN(c2cc(C)cc(C)c2)S(=O)(=O)c2c(C)noc2C)cc1	-1.1%	i	-2%	3%	4%	-21%	4%	-0.3	0%
CCCNC(=O)C1(C)CCCN(CCC(=O)c2ccccc2)C1 (centres undefined)	u	i	x	x	14µM*	-15%	x	3.1	16µM*
COc1ccccc1C(=O)NC(CCSC)C(=O)OC(C)C(N)=O (centres undefined)	0.1%	i	1%	4%	1%	-12%	0%	-3.5	-4%
CCc1cccc(C)c1NC(=O)CSc1nnc(-c2ccco2)n1N	-0.9%	i	0%	7%	4%	-3%	8%	3.0	-3%
O=C(CSc1nccc(=O)[nH]1)Nc1ccc(F)c(Cl)c1	-0.9%	i	1%	1%	1%	6%	0%	1.1	u

Ordered by count of non-hydrogen atoms (falling): three of the compounds above.
SMILES	Nrf2 ARE act	Akt phos inh	Mm-Cpn inhibitor	Nrf2 inh	HepG2 viability	Abeta rescue	A549 tox	CCT chaperon mod	TGFb SMAD3 inh
CC(=O)N1CCCc2cc(S(=O)(=O)N3CCC(C(=O)NC4CCCCC4)CC3)ccc21	3.9%	x	x	x	-15%	4%	-1%	x	9%
CN(C)CCNS(=O)(=O)c1ccc2c3c(cccc13)C(=O)N2	0.5%	i	-1%	-4%	-29%	2%	0%	0.6	-7%
CSc1c(-c2ccccn2)c(N)nn1C(=O)C1CCC1	0.3%	i	1%	1%	-30%	-52%[inhibitor]	6%	-2.6	-17%

Next compounds:
SMILES	Nrf2 ARE act	Akt phos inh	Mm-Cpn inhibitor	Nrf2 inh	HepG2 viability	Abeta rescue	A549 tox	CCT chaperon mod	TGFb SMAD3 inh
CCN1CCN(S(=O)(=O)c2cc(OCC(=O)NC3CCCCC3)c(C)cc2Cl)CC1	0.2%	i	1%	4.1µM*	-24%	7%	-24%	-3.7	u
COCCOC(=O)c1c(NC(=O)COC(=O)Cc2cccc(OC)c2)sc(C(N)=O)c1C	-0.8%	i	1%	1%	-2%	1%	2%	1.5	-1%
Cc1cccc(NC(=O)C2CCN(S(=O)(=O)c3c(C)nn(C)c3C)CC2)n1	-0.5%	i	2%	u	-4%	6%	-1%	-1.6	-15%
CSc1cccc(NC(=O)CCCOc2ccc(Cl)cc2C)c1	-0.3%	i	-1%	-4%	-19%	21%	6%	2.4	13µM*
Cc1cc(NC(=O)CSc2n[nH]c(CC(C)C)n2)no1	-0.1%	i	1%	6%	-17%	-1%	-3%	2.0	-8%
O=C1c2ccccc2C(O)N1Cc1ccco1 (centres undefined)	0.1%	i	-3%	3%	-18%	4%	-6%	0.0	7%
CC(=O)c1sc2nc(-c3cccs3)cc(C(F)(F)F)c2c1N	6.3µM*	x	-7%	10%	-28%	-11%	12%	-1.8	56%[activator]
COc1ccc(N2C(=O)CSC23CCCCC3)cc1	0.1%	i	0%	8%	1%	25%	0%	-1.3	10%
Cc1ccc(CSc2ccc3nnc(-c4cccnc4)n3n2)cc1	2.8%	i	-2%	-5%	-21%	-22%	5%	2.4	14%
O=C(O)c1ccc(S(=O)(=O)c2ccc3c(c2)C(=O)N(Cc2ccco2)C3=O)cc1	-0.5%	i	1%	-8%	-2%	7%	-10%[1.84 µM]	-0.9	1%
O=C(CSc1nnnn1-c1ccc(Cl)cc1)N1CCc2ccccc2C1	-0.1%	i	3%	x	-17%	-68%[inhibitor]	1%	0.5	11%
Cc1ccc(C(C2=C(O)CC(C)(C)CC2=O)C2C(=O)CC(C)(C)CC2=O)o1 (centres undefined)	-0.6%	i	1%	7%	9%	-10%	6%	-0.6	-7%
O=C(Nc1nc2c(s1)CN(Cc1ccccc1)CC2)c1cccc(S(=O)(=O)N2CCc3ccccc32)c1	-0.2%	i	u	u	-19%	-3%	5%	-2.3	17%
O=C(Nc1ccncc1)c1ccccc1-c1ccccc1	0.2%	i	-1%	3%	7%	13%	0%	-2.5	u
CS(=O)(=O)N(CC(=O)N1CCN(c2cccc(Cl)c2)CC1)c1cccc(F)c1	-0.4%	i	-1%	-16%	-5%	14%	-12%	1.3	u
O=C1NCC(COc2ccc([N+](=O)[O-])cc2)O1 (centres undefined)	-0.4%	i	0%	-5%	-7%	15%	3%	-1.1	7%
CCOC(=O)c1c(S(=O)(=O)NCC(=O)Nc2cccc(SC)c2)c(C)n(C)c1C	0.1%	x	x	x	-10%	1%	1%	x	-23%
COC(=O)c1ccccc1N(C)S(C)(=O)=O	0.0%	i	1%	2%	2%	-6%	-5%	1.3	9%
CCOC(=O)C1CCN(c2c(NCCCN3CCCCC3)c(=O)c2=O)CC1	0.1%	i	-1%	5%	2%	1%	-1%	-0.4	1%
COc1ccc(/C=C2\SC(=O)N(CCC(=O)Nc3ccc(S(=O)(=O)Nc4nccs4)cc3)C2=O)cc1	3.6%	i	-4%	28%	-18%	-13%	1%	1.0	9%
Cc1c(Cl)cccc1NC(=O)CCS(=O)(=O)c1cccc2nsnc12	1.9%	x	x	10%[9.27 µM]	3%	-15%	-8%	x	-2%
COc1ccc(-n2cc(-c3ccc4c(c3)OCO4)n(CC(=O)Nc3cccc(C)c3)c2=O)cc1	0.9%	x	x	-11%	-20%	-4%	-3%	x	-28%
Cc1ccc(NC(=O)CC2S/C(=N/c3nccs3)N(C)C2=O)c(C)c1 (centres undefined)	0.2%	i	-2%	4%	-1%	5%	-2%	-2.1	10%
Cc1ccc(NC(=O)c2ccc(=O)n(CC(=O)Nc3cc(C)cc(C)c3)n2)cc1	2.9%	x	x	x	0%	2%	-3%	x	-1%
Cc1ccc(CNC(=O)Cn2cc3c(n2)-c2c(oc(C(=O)N4CCOCC4)c2C)CC3)cc1	1.4%	x	x	u	-7%	8%	3%	x	u
COc1ccc(C2Nc3ccccc3NC3=C2C(=O)CC(C)(C)C3)cc1 (centres undefined)	u	i	-4%	u	-32%	6%	-8%	-0.7	3%
C=C(C)CNC(=S)NNC(=O)c1ccc(Br)cc1	0.0%	i	-1%	0%	-15%	16%	1%	-3.6	-26%

Compound activity: PubChem BioAssay, National Center for Advancing Translational Sciences (NCATS)
